Assay outcomes: PubChem, several laboratories
CAL-PDZ inh HTS: CAL PDZ (human) peptide binding inhibition | purified CAL PDZ, TMR-peptide fluorescence polarization, 1 h | 300,000 compounds, 0.92% hits | inhibition, % at 24.9 µM;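 active means mean inhibition of at least 30% with at least half of replicates also reaching 30%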;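 further: 0% = DMSO neutral control and 100% = excess unlabeled competitor peptide PRC23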
V-ATPase pHluor: yeast V-ATPase proton transport regulation by pHLuorin; S. cerevisiae, pHLuorin cytosolic pH fluorescence; 350,000 compounds, 0.37% hits; response, % at 10 µM; in the data active means response mostly above about 7.3%, no sharp cut-off; inactive means mostly below about 5.4%; further: actives read high; inactives centre near 0; some compounds called inactive have numbers as strong as hits; reference of the scale not given here
LANA DNA inh: inhibitors of KSHV LANA C-terminal domain DNA binding. MBP-C-LANA/FAM-LBS DNA binding, fluorescence polarization. inhibition, % at 9 µM. 340,000 compounds, 0.078% hits. AID 504423;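 active means highest replicate inhibition at or above 60% at 9 µM, even if other replicates fall short; inactive means all replicates below 60% inhibition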;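 further: 0% = neutral control wells and 100% = 4 µM acridine orange control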
MOR-DOR inv ag: mu-delta opioid heterodimer inverse agonism; P35372+P41143; cell-based MOR-DOR heterodimer luminescence; inhibition, % at 9.3 µM; 340,000 compounds, 0.21% hits; AID 504357; in the data active means inhibition above about 22%, passing the limit was not always enough;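 further: 0% = cells with DMSO and 100% = wells without cells with DMSO; values of inactives mirror those of a sister screen read the other way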
Target sequence (P35372 whole entry, looked up): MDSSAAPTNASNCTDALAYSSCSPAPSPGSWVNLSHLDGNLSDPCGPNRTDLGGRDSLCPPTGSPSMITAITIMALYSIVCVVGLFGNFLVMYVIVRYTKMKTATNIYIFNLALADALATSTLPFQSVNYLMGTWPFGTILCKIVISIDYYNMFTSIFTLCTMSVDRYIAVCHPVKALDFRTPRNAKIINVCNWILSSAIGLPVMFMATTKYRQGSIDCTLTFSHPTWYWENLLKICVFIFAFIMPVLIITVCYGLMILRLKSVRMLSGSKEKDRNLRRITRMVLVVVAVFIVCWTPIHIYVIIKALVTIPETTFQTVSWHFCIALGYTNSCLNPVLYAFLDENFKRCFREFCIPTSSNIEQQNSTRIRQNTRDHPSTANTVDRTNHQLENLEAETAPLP
Target sequence (P41143 whole entry, looked up): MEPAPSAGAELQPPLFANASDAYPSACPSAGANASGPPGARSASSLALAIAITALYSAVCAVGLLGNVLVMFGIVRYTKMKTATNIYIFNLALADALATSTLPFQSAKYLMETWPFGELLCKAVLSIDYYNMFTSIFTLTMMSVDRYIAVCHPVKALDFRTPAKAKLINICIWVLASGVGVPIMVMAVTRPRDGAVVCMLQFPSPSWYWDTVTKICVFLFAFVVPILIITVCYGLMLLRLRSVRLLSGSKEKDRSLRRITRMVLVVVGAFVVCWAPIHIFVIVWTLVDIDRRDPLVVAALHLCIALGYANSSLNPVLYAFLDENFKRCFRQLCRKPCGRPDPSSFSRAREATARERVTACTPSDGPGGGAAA
RTF Ca sens act: cardiac RTF calcium sensitization; AID 493008; P19429+P45379; activation, % at 7.2 µM; 340,000 compounds, 0.24% hits; IANBD-labeled TnC RTF fluorescence at EC20 calcium; 0% EC20 calcium, 100% full calcium;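 active means activation above the mean over all tested compounds plus 3 SD, cut at about 30% in these data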;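 further: rise in fluorescence read as greater calcium sensitivity of cardiac thin filaments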
Cardiac RTF inh: cardiac RTF calcium desensitization | 340,000 compounds, 0.12% hits | IANBD-labeled cardiac RTF, Ca2+ fluorescence | inhibition, % at 7.15 µM | AID 493244 | P19429+P45379;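 active means inhibition above the mean inhibition of all tested compounds plus 3 SD, cut at about 17% in these data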;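 further: assay run at fixed EC70 calcium of 1.6 mM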
OPRM1-OPRD1 ag: agonists of human mu-delta opioid receptor heterodimerization; P35372+P41143; cells, OPRM1-OPRD1 heterodimerization, luminescence; activation, % at 9.3 µM; 340,000 compounds, 0.3% hits; AID 504326; in the data active means activation above about 18%;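 further: 0% = vehicle-treated cells and 100% = reference agonist; values of inactives mirror those of a sister screen read the other way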
HTR5A inv ctr: counter-screen for OPRM1-OPRD1 inverse agonists: human HTR5A inverse agonism; inhibition, % at 9.3 µM; 340,000 compounds, 0.083% hits; P47898; HTR5A cell line, luminescence; in the data active means inhibition mostly above about 23%, no sharp cut-off; inactive means mostly below about 18%;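 further: 0% = cells with DMSO and 100% = no-cell wells with DMSO; some compounds called inactive have numbers as strong as hits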
Keap1 Nrf2 FP: Keap1-Nrf2 (human) interaction inhibition | Q14145 | Keap1 Kelch-Nrf2 peptide fluorescence polarization, 1536-well | inhibition, % at 9.4 µM | 340,000 compounds, 0.15% hits; in the data active means inhibition above about 12%;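 further: human Keap1 Kelch domain with fluorescein labeled Nrf2 9mer peptide probe; 0% = neutral control wells and 100% = peptide positive control; higher means more block of Keap1 binding to Nrf2 peptide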
HTR5A ag ctr: HTR5A agonism, opioid heterodimer counter-screen | P47898 | 340,000 compounds, 0.61% hits | activation, % at 9.3 µM | HTR5A agonist assay, luminescence, cell-based; in the data active means activation mostly above about 9.5%, no sharp cut-off; inactive means mostly below about 7.6%;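 further: 0% = cells with vehicle only and 100% = reference agonist; strong numbers were not always called active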
An asterisk follows results filed as active; · = no result given; & = joins results of further samples.

entry	Structure	CAL-PDZ inh HTS	V-ATPase pHluor	LANA DNA inh	MOR-DOR inv ag	RTF Ca sens act	Cardiac RTF inh	OPRM1-OPRD1 ag	HTR5A inv ctr	Keap1 Nrf2 FP	HTR5A ag ctr
1	CCOC(=O)C1CCCCN1Cc1ccc(F)cc1 (stereo unspecified)	-2	-1	-1.3	-4	0	9	0.6	12	1	-4
2	O=C(c1ccc(N2CCCCC2)c([N+](=O)[O-])c1)N(Cc1ccccc1)c1ccccn1	-1	4	-0.2	-7	-2	-10	1.4	-10	1	5
3	O=C(NCCN1CCN(c2ccccc2)CC1)C1CCN(S(=O)(=O)N2CCOCC2)CC1	-3	2	0.2	0	-4	-3	0.0	-12	0	5
4	C=CCC[C@@H](Cc1ccc(F)cc1)C(=O)OC[C@H](C)NC(=O)[C@@H](CC=C)CC(=O)N[C@@H](CO)Cc1ccccc1	-4	2	0.9	-15	-1	7	2.8	-22	-2	8
5	CCc1nnc2c(N(C)C)nc3ccccc3n12	-2	2	-0.1	19	0	-7	-3.9	16	-2	-7
6	NC(=O)c1c(NC(=O)c2ccccc2C(=O)O)sc2c1CCCC2	-5	2	0.3	12	-1	-1	-2.4	-30	2	1
7	CCOC(=O)N1CCN(CC(=O)Nc2nc3ccccc3s2)CC1	·	-3	-0.8	16	-1	2	-3.2	11	-2	1
8	COc1cccc(Nc2nc(-c3sc(NC(=O)c4ccccc4)nc3C)cs2)c1	-3	-6	0.8	-2	4	-27	0.3	-4	4	-3
9	Cc1ccc(CN2CCNC(=O)C2CC(=O)N(C)CCc2ccccc2)cc1 (stereo unspecified)	8	11*	-0.7	-10	9	-1	2.0	7	-2	-3
10	O=C(c1ccco1)N1CCN(C(=O)c2cccc3c2C(=O)N(C2CCCCC2)C3)CC1	4	-2	0.8	-1	5	8	0.1	0	-1	6
11	CC1CC(C)CN(c2nc(NCc3ccco3)nc(N)c2[N+](=O)[O-])C1 (stereo unspecified)	-2	-1	-0.9	-39	-2	-2	6.5	-19	-1	7
12	Cc1ccc(NC2c3ccccc3C(=O)N2c2cccnc2)cc1 (stereo unspecified)	5	-4	0.3	9	3	8	-1.7	-11	-6	-1
13	c1ccn2cc(-c3ccc4c(c3)OCO4)cc2c1	11	0	1.8	1	6	-11	-0.3	9	-7	-4
14	CN(C)S(=O)(=O)c1cccc(-c2nnc(SCCNCCO)n2-c2ccc(F)cc2)c1	·	-1	0.0	-5	10	-25	1.0	12	-4	8
15	Nc1ncnc2c1ncn2[C@@H]1O[C@H](CNC(=O)[C@@H]2C[C@H](F)CN2)[C@@H](O)[C@H]1O	-6	-1	-0.2	13	-4	-1	-2.5	-6	-4	2
16	Cc1cccc(NC(=O)COc2ccc(Br)cc2C)n1	3	0	-1.2	-18	-5	-2	3.2	-7	1	3
17	Cc1ccc2nc(-c3ccccn3)c(NC3CCCC3)n2c1	5	3	-0.5	1	1	-2	-0.1	-1	1	0
18	CC1CCCCN1C(=O)COc1ccccc1F (stereo unspecified)	2	5	-3.7	-2	-4	-8	0.5	-9	-2	2
19	Cc1cc2nc(-c3cc(N4CCOCC4)ccc3[N+](=O)[O-])ccn2n1	-2	-1	-0.2	15	-2	3	-3.1	3	-6	-1
20	CCN(C(=O)CSc1nnc(-c2ccccc2)n1C)C1CCS(=O)(=O)C1 (stereo unspecified)	-3	2	0.4	3	-1	4	-0.6	8	0	-3

Taken from the results shown, 8 compounds:
entry	Structure	CAL-PDZ inh HTS	V-ATPase pHluor	LANA DNA inh	MOR-DOR inv ag	RTF Ca sens act	Cardiac RTF inh	OPRM1-OPRD1 ag	HTR5A inv ctr	Keap1 Nrf2 FP	HTR5A ag ctr
13	c1ccn2cc(-c3ccc4c(c3)OCO4)cc2c1	11	0	1.8	1	6	-11	-0.3	9	-7	-4
14	CN(C)S(=O)(=O)c1cccc(-c2nnc(SCCNCCO)n2-c2ccc(F)cc2)c1	·	-1	0.0	-5	10	-25	1.0	12	-4	8
15	Nc1ncnc2c1ncn2[C@@H]1O[C@H](CNC(=O)[C@@H]2C[C@H](F)CN2)[C@@H](O)[C@H]1O	-6	-1	-0.2	13	-4	-1	-2.5	-6	-4	2
16	Cc1cccc(NC(=O)COc2ccc(Br)cc2C)n1	3	0	-1.2	-18	-5	-2	3.2	-7	1	3
17	Cc1ccc2nc(-c3ccccn3)c(NC3CCCC3)n2c1	5	3	-0.5	1	1	-2	-0.1	-1	1	0
18	CC1CCCCN1C(=O)COc1ccccc1F (stereo unspecified)	2	5	-3.7	-2	-4	-8	0.5	-9	-2	2
19	Cc1cc2nc(-c3cc(N4CCOCC4)ccc3[N+](=O)[O-])ccn2n1	-2	-1	-0.2	15	-2	3	-3.1	3	-6	-1
20	CCN(C(=O)CSc1nnc(-c2ccccc2)n1C)C1CCS(=O)(=O)C1 (stereo unspecified)	-3	2	0.4	3	-1	4	-0.6	8	0	-3

(continued)
entry	Structure	CAL-PDZ inh HTS	V-ATPase pHluor	LANA DNA inh	MOR-DOR inv ag	RTF Ca sens act	Cardiac RTF inh	OPRM1-OPRD1 ag	HTR5A inv ctr	Keap1 Nrf2 FP	HTR5A ag ctr
21	CC(=O)c1cccc(OCC(O)CN2CCN(C(=O)c3ccco3)CC2)c1 (stereo unspecified)	-3	6	1.1	-9	4	-1	1.1	-6	-2	2
22	COc1ccc(S(=O)(=O)NCCC(=O)Nc2ccc(C)cc2)cc1	0	-1	-0.3	-4	2	-8	0.7	-6	-1	2
23	CCN(CC)C(=O)C1CCCN(Cc2cccc(F)c2)C1 (stereo unspecified)	1	-2	0.4	3	1	-9	-0.5	0	-2	0
24	O=c1cc(O)nc(SCc2ccccc2)n1-c1ccccc1	-3&-2	1&0	0.5&0.7	4&-3	7&5	-21&-6	-0.8&0.5	12&-26	-3&-8	5&10
25	Cc1cc(CN(C)C(=O)C2CCC(=O)N(CCc3ccccc3)C2)n[nH]1 (stereo unspecified)	35*	2	0.2	-8	-2	-13	1.5	-25	-2	3
26	Cc1cc(NS(=O)(=O)c2ccc(NC(=S)NC(=O)c3ccc(F)cc3Cl)cc2)no1	·	-1	0.1	16	-3	-2	-3.0	9	1	-4
27	CCOC(=O)Cc1csc(NC(=O)Nc2cccc(OC)c2)n1	-5	-3	-0.3	6	-1	-10	-1.1	15	4	6
28	COc1ccc(CCNC(=O)C(C)n2nc(C)n3c(cc4occc43)c2=O)cc1OC (stereo unspecified)	·	1	-1.6	17	-4	-5	-3.3	8	0	5
29	COc1cc(-c2nnc3sc(-c4cccs4)nn23)cc(OC)c1OC	-4	-2	0.8	4	1	-3	-0.7	-20	1	5
30	CCc1ccc(Nc2ncccc2C#N)cc1	-3	0	2.1	-3	4	2	0.4	13	3	4
31	CCN1C(=O)c2cccc3c(Cl)ccc(c23)C1=O	-5	-2	-1.4	-9	3	-2	1.7	12	2	-1
32	O=C(Nc1nnc(C2CC2)s1)C1CCCCC1	-2	4	-0.4	13	-5	-4	-3.1	12	-1	-4
33	Cc1c(N=Cc2ccc(Br)s2)cccc1[N+](=O)[O-]	-2	5	1.8	10	-3	2	-1.9	5	5	3
34	CCN(c1ccccc1)S(=O)(=O)c1ccc(Cl)c(NC(=O)COC(=O)c2ccc(Cl)c(N)c2)c1	0	2	-0.6	1	2	-4	-0.2	3	-2	5
35	CCOC(=O)c1c(C)nc2cc(C)cc(C)n12	·	0	0.7	13	5	8	-2.5	-10	-5	6
36	COc1ccc(NC(=O)CCNS(=O)(=O)c2cccc3nonc23)c(OC)c1	1	1	3.1	7	1	-10	-1.2	-12	1	-6
37	CCCCn1c(N)c(N(CC(C)C)C(=O)c2cccc(S(=O)(=O)N3CCCCCC3)c2)c(=O)[nH]c1=O	·	-2	0.9	-4	-4	0	0.6	-25	1	3
38	COc1ccc(CC2(C)OC(c3ccc(Cl)cc3)=NN2C(C)=O)cc1 (stereo unspecified)	-2	9	7.3	-34	-2	7	5.4	1	2	-1
39	O=S(=O)(Oc1ccccc1/C=N/n1cnnc1)c1ccccc1	0	-3	0.7	7	-1	12	-1.0	14	5	1
40	CC(C)CNS(=O)(=O)c1ccc(CCC(=O)NC2CCCC2)cc1	·	-2	-0.7	12	9	-1	-2.4	1	-6	-2
41	CC(C)Cc1nnc(NC(=O)Cc2cccs2)s1	-6	0	0.5	3	2	-12	-0.5	-2	-4	1
42	CCC(=O)NC(=S)Nc1ccc(OC)cc1OC	1	9	-1.1	11	3	-12	-2.4	11	-3	2
43	CCn1c(Oc2cccc(Br)c2)nc2c1c(=O)n(C)c(=O)n2C	5	-2	-1.6	13	4	-1	-2.6	-2	3	1
44	O=[N+]([O-])c1ccc(N2CCN(c3ccccc3O)CC2)c(Cl)c1	1	9	-0.4	-18	12	-6	3.6	-39	-9	6
45	CCC1(c2ccccc2)NC(=O)N(CC(=O)Nc2cccc(C#N)c2)C1=O (stereo unspecified)	·	7	-2.2	3	-2	1	-0.7	24	2	3
46	CCn1c(COc2cccc(C)c2C)nnc1SCC(=O)N1CCN(c2ccc(OC)cc2)CC1	-2	0	-0.4	-8	2	-4	1.5	1	0	2
47	O=[N+]([O-])c1ccccc1S(=O)(=O)Oc1ccc(C(=S)N2CCOCC2)cc1	-4	·	-0.6	-17	-6	7	2.4	27	-2	3
48	CCC(C)Nc1nc2c(c(=O)n(C)c(=O)n2C)n1Cc1cccc(C)c1 (stereo unspecified)	-1	3	-1.1	23	2	-7	-4.6	-9	2	4
49	COc1ccc(C(=O)NC(C)(C)C)cc1S(=O)(=O)N1CCCC1	-2	-3	1.9	21	2	-1	-4.9	11	-3	-4
50	COc1cccc(NC(=O)Nc2nnc(Cc3ccccc3)s2)c1	0	-7	-3.1	-70	6	-7	13	12	-5	9
51	CC1C(=O)CCCCCCCCCC2C1(N1CCOCC1)CS2(=O)=O (stereo unspecified)	-1	0	-0.1	9	6	-2	-1.6	12	-7	-3
52	Cc1ccc(-c2nc3ccccc3[nH]2)cc1N	-1	2	1.1	-12	5	0	2.0	-8	-1	4
53	CC(=O)c1nnn(-c2nc(N3CCCC3)nc(N(c3ccccc3)c3ccccc3)n2)c1C	-6	1	2.0	-11	17	-8	2.1	-19	-2	7
54	CCCCN(CC)CCCNC(=O)Cn1nc(Cc2ccncc2)c2ccccc2c1=O	-1	6	-0.6	22	-3	1	-4.1	-8	0	2
55	Cc1cccc(NC(=O)C(c2cccc([N+](=O)[O-])c2)N2CCCCC2)c1 (stereo unspecified)	-1	2	0.4	-14	6	-3	2.5	13	-3	0
56	O=C(NCc1ccccc1)C1CCCN(S(=O)(=O)c2cccc3nonc23)C1 (stereo unspecified)	-9	0	-2.2	12	-5	3	-2.3	-7	-7	3
